From PubChem BioAssay
PPARg SRC2 recr: promotes SRC-2 coactivator recruitment by human PPARgamma | P37231 | PPARgamma LBD-SRC-2 recruitment, biochemical | activation, % at 8 µM | 0.34% of 200,000 active | AID 1032; in the data active = activation above about 22%;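 also: 0% = vehicle and 100% = reference agonist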
Target sequence (P37231 whole entry, looked up, the tested form may be a part): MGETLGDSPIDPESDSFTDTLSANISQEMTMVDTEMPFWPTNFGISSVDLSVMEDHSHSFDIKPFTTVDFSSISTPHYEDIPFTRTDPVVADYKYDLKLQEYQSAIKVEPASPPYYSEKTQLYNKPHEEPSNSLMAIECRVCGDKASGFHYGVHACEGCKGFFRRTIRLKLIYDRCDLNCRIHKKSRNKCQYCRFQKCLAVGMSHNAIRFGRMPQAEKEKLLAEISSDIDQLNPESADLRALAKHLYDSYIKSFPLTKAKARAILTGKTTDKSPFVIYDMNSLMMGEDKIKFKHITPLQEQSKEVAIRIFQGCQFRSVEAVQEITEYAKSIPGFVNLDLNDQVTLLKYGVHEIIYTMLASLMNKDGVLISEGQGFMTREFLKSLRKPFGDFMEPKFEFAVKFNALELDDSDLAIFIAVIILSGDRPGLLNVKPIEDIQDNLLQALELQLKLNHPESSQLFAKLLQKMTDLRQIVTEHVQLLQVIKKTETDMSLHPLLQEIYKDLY
TNAP inh noacc: TNAP (human) inhibition, acceptor-free conditions; P05186; purified TNAP, CDP-star luminescence, 30 min; inhibition, % at 20 µM; 0.26% of 200,000 active; AID 1012;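 active = tissue-nonspecific alkaline phosphatase inhibition above about 50% at 20 µM in the single-dose screen, limit read from the data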;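 also: 0% = DMSO negative control and 100% = EDTA positive control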
Target sequence (P05186 whole entry, looked up): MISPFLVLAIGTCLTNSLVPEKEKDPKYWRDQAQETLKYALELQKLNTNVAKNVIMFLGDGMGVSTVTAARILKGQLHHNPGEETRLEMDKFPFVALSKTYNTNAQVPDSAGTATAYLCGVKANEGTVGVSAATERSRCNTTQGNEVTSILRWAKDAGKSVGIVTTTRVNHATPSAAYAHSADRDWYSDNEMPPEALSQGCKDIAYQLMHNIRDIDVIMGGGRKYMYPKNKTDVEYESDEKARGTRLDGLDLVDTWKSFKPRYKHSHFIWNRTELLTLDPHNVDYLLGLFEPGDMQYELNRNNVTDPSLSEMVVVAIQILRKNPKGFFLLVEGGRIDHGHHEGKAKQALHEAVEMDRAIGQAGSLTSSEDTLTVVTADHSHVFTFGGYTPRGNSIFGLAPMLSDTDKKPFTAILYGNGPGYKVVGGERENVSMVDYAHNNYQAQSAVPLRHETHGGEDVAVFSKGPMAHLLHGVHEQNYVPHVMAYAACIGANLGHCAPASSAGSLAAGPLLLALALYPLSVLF
SRC2 TRFRET art: flags TR-FRET format artefacts in PPARgamma SRC-2 recruitment agonist screen | TR-FRET ratio at 8 µM | TR-FRET artefact counter-screen; stronger effect = higher value | AID 1049 | 0.4% of 200,000 active; in the data active = TR-FRET ratio above about 2000; also: inactives centre near 1500
bIAP act: increases bovine intestinal alkaline phosphatase activity. activation factor at 20 µM. 0.17% of 200,000 active. AID 1016. purified bovine IAP, CDP-star luminescence, 30 min; stronger effect = higher value; fold of DMSO-control signal, blank-subtracted;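 active = activation factor of 2 or more at 20 µM, a signal rise over negative controls twice the positive control's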
bIAP inh: intestinal alkaline phosphatase (bovine) inhibition | purified bovine IAP, CDP-star luminescence, 30 min | inhibition, % at 20 µM | 190,000 tested, under 10 active;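 active = over 50% inhibition of intestinal alkaline phosphatase at 20 µM in the single-dose screen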
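Assay system – bovine IAP enzyme · Quantity – bovine IAP at 1/65,000,000 final dilution · Detection – CDP-star luminescence signal · Times – 30 min reaction at room temperature · Also added – CDP-star substrate at 30 µM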
TNAP act hi DEA: TNAP (human) activation, high acceptor | 200,000 tested, under 10 active | activation factor at 20 µM | P05186 | purified TNAP, CDP-star luminescence, 1 M DEA, 30 min; stronger effect = higher value; 0 = EDTA background, 1 = DMSO-only activity;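 active = activation factor at least 2 at 20 µM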
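Assay system: human TNAP; Input: enzyme diluted 1/800 final; Reagent: CDP-star luminogenic substrate at 100 µM final; Timing: 30 min, room temperature; Signal: luminescence; Evaluation: TNAP activation factor scaled between EDTA and DMSO control wells.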
PPARg SRC3 recr: PPARgamma-driven SRC-3 recruitment agonism | 0.26% of 200,000 active | activation, % at 8 µM | biochemical PPARgamma/SRC-3 coactivator recruitment assay; in the data active = activation above about 23%;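 also: 0% = DMSO and 100% = reference agonist; some compounds past the cut are filed as inactive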
HMGR II inh: inhibitors of class II HMG-CoA reductase from Enterococcus faecalis; purified E. faecalis HMGR, NADPH absorbance 340 nm kinetic; inhibition, % at 10 µM; 0.41% of 190,000 active;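 active = inhibition above a set limit, the median over all tested compounds plus 3 SD, cut at about 9.5% in these data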;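 also: enzyme runs in reverse so mevalonate oxidation gives rising NADPH absorbance; 0% = complete reaction with DMSO and 100% = background rate lacking mevalonate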
TNAP inh hiacc: blocks human TNAP under high phosphate acceptor concentration | inhibition, % at 20 µM | purified TNAP, CDP-star luminescence, 1 M DEA | P05186 | 0.03% of 200,000 active | AID 1135;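 active = over 50% inhibition of tissue-nonspecific alkaline phosphatase at 20 µM in the single-dose screen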;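 also: plate controls were DMSO wells for no effect and EDTA-quenched wells as full inhibition for full effect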
PPARg SRC1 recr: agonists of human PPARgamma SRC-1 coactivator recruitment; PPARgamma-SRC-1 coactivator recruitment biochemical assay; 0.41% of 200,000 active; P37231; AID 631; activation, % at 8 µM; in the data active = activation above about 19%;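 also: 0% = DMSO and 100% = reference agonist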
Starred values were filed as active, the others as inactive; · = not tested or not shown. No enrichment for hits; about 1.6% have a hit in one of these screens.

SMILES	PPARg SRC2 recr	TNAP inh noacc	SRC2 TRFRET art	bIAP act	bIAP inh	TNAP act hi DEA	PPARg SRC3 recr	HMGR II inh	TNAP inh hiacc	PPARg SRC1 recr
Cc1csc(=S)n1-c1ccccc1	1	-11	1673	0.9	12	1	5	-7	-3	10
COc1ccc(C2Nc3ccccc3C(=O)N2c2ccccc2)cc1CN1CCOCC1 (stereo not given)	1	-6	1694	1.2	-19	1	4	-4	-1	18
CCOc1cc2c(cc1OCC)C(C(=O)O)C(c1cc(OC)c(OC)c(OC)c1)N(C)C2=O (stereo not given)	1	-8	1586	1.1	-9	1	5	2	-4	4
O/N=C/c1ccc(OCc2ccccc2)c(Br)c1	11	-1	1634	1	-2	1	7	-7	1	-3
Cc1ccccc1NS(=O)(=O)c1ccc(NC(=O)c2nc3ncccn3n2)cc1	16	-18	1506	1	4	1	-3	-2	-3	8
Cc1ccc(CNC(=O)C2CCCN(S(C)(=O)=O)C2)cc1 (stereo not given)	0	-19	1648	0.9	11	1	-3	0	-3	0
CC1=C(C(=O)OC(C)C)C(c2coc3ccccc3c2=O)C2=C(CCCC2=O)N1 (stereo not given)	2	-6	1409	1	3	1	-2	-3	-1	4
COc1ccc(CNC(=O)C2CCCN(c3nc4ccccc4o3)C2)c(OC)c1 (stereo not given)	-2	-8	1588	1.1	-9	1	-4	0	-4	0
N#Cc1ccc(-c2ccc(OCC(O)CN3CCOCC3)cc2)cc1 (stereo not given)	3	-7	1764	1.2	-18	1	6	3	-4	6
O=C(Nc1ccc(Cl)cc1)N1CCC(c2nc(-c3ccc(F)cc3)no2)CC1	-7	-3	1527	0.9	6	1	6	1	0	5

Structural class, those above with sulfur (3)
SMILES	PPARg SRC2 recr	TNAP inh noacc	SRC2 TRFRET art	bIAP act	bIAP inh	TNAP act hi DEA	PPARg SRC3 recr	HMGR II inh	TNAP inh hiacc	PPARg SRC1 recr
Cc1csc(=S)n1-c1ccccc1	1	-11	1673	0.9	12	1	5	-7	-3	10
Cc1ccccc1NS(=O)(=O)c1ccc(NC(=O)c2nc3ncccn3n2)cc1	16	-18	1506	1	4	1	-3	-2	-3	8
Cc1ccc(CNC(=O)C2CCCN(S(C)(=O)=O)C2)cc1 (stereo not given)	0	-19	1648	0.9	11	1	-3	0	-3	0

(list continues)
SMILES	PPARg SRC2 recr	TNAP inh noacc	SRC2 TRFRET art	bIAP act	bIAP inh	TNAP act hi DEA	PPARg SRC3 recr	HMGR II inh	TNAP inh hiacc	PPARg SRC1 recr
C(=N\N1CCN(Cc2ccccc2)CC1)/c1cccnc1	-7	-6	1494	0.9	7	1	-2	-2	4	-4
O=C(CSc1c2c(nc3ccccc13)CCCC2)NCc1ccco1	13	-15	1765	1	-5	1	12	-6	0	21*
Cc1ccc(NC(=S)N(CCN2CCOCC2)Cc2ccccc2F)cc1Cl	9	-5	1604	1	2	1	3	-6	-2	8
CC1CC(=O)NN=C1c1ccc(N)c([N+](=O)[O-])c1 (stereo not given)	6	-53	1589	0.8	16	0.9	1	-1	13	1
Cc1cc(N2CCCCC2)nc(N2CCOCC2)n1	-9	-4	1338	0.9	12	1	-5	1	-5	-5
CCCN1CN(Cc2ccco2)c2nc3ccccc3n2C1	6	-9	1554	1	-2	1	-3	-4	-4	4
COc1ccc(S(=O)(=O)N(CC(=O)N/N=C/c2cccs2)c2ccc(C)cc2)cc1OC	4	-8	1617	0.9	7	1	3	-3	-3	4
CC(=O)Nc1nc(C)c(Cc2ccccc2)c(=O)[nH]1	1	-15	1706	1	2	1.1	-2	-1	-7	-6
Cc1ccc(S(=O)(=O)N/N=C\c2cn(-c3ccccc3)nc2-c2ccccc2)cc1	5	-4	1513	0.8	16	1	5	-4	-4	-3
CCOc1ccc(Br)cc1C(=O)N/N=C/c1ccc([N+](=O)[O-])cc1	12	-13	1653	0.9	14	1	3	8	-5	9
COC(=O)c1ccc(Cn2nnc3c(sc4nc(N5CCOCC5)c5c(c43)CCCC5)c2=O)o1	-8	·	1373	·	·	·	-3	·	·	-8
CCOC(=O)CCn1nc(-c2ccccc2)cc1N	6	-1	1453	1	-4	1	-8	2	-3	-5
CC(C)C(NC(=O)c1ccccc1)C(=O)N/N=C\c1ccco1 (stereo not given)	0	-9	1494	1.2	-19	1	0	-2	-4	3
O=C(CN1CCSCC1)N/N=C/c1ccc(F)c(F)c1	5	-8	1632	1	-2	1.1	-1	0	-7	1
COc1ccc(C2CC(=O)Nc3ccccc3S2(=O)=O)cc1OC (stereo not given)	1	4	1651	1	4	1	4	-4	-5	0
O=C(NC(=S)NCc1ccccc1)C1CC1	9	-6	1786	0.8	16	1	5	-2	-4	8
Cc1ccc(CSCC(=O)N2CCCC2)cc1	1	-1	1631	1.1	-14	1	-2	0	-3	9
Cc1ccc(/C=N/NC(=O)c2cccs2)s1	2	-9	1609	0.6	38	1	1	0	1	-4
O=[N+]([O-])c1cccc(C2Nc3cccc4cccc(c34)N2)c1	11	1	1541	0.9	12	1	3	-2	4	3
Cc1ccccc1NC(=S)NC(C)C(c1cccs1)N1CCOCC1 (stereo not given)	-4	-6	1474	1.3	-30	1	-3	-6	-4	-7

The final 3 entries of the part above come first, to join the parts:
SMILES	PPARg SRC2 recr	TNAP inh noacc	SRC2 TRFRET art	bIAP act	bIAP inh	TNAP act hi DEA	PPARg SRC3 recr	HMGR II inh	TNAP inh hiacc	PPARg SRC1 recr
Cc1ccc(/C=N/NC(=O)c2cccs2)s1	2	-9	1609	0.6	38	1	1	0	1	-4
O=[N+]([O-])c1cccc(C2Nc3cccc4cccc(c34)N2)c1	11	1	1541	0.9	12	1	3	-2	4	3
Cc1ccccc1NC(=S)NC(C)C(c1cccs1)N1CCOCC1 (stereo not given)	-4	-6	1474	1.3	-30	1	-3	-6	-4	-7
COc1ccc(S(=O)(=O)N(CCCN2CCOCC2)Cc2ccc(OC)c(OC)c2)cc1	7	-7	1591	1	-2	1.1	4	-5	-6	6
CCCc1nn(-c2cc(Cl)ccc2OC)c2c1C(=O)CC(C)(C)C2	-1	-4	1532	1	0	1	1	-2	-3	-4
CCCC1(c2ccccc2)NC(=O)N(CC(=O)Nc2sc(-c3ccccc3)cc2C(=O)OCC)C1=O (stereo not given)	-4	-6	1650	0.9	14	1.1	-8	-1	-7	5
Clc1ccccc1Cc1noc(CN2CCCCC2c2ccccn2)n1 (stereo not given)	-3	-11	1556	0.9	12	1	-1	-3	-2	-4
CCOc1cccc(OCCCCn2cnc3ccccc3c2=O)c1	-1	-13	1662	1.2	-17	1.1	1	-4	-6	-4
CCCc1cc(=O)[nH]c(SCC(=O)N(CC)C2CCS(=O)(=O)C2)n1 (stereo not given)	11	-8	1606	1	0	1	0	-3	-3	-1
CCOC(=O)CN(C(=O)c1ccccc1)c1ccccc1C	-2	-9	1504	0.9	12	1	-4	0	-1	-2
N#Cc1nc(-c2ccco2)oc1NCCc1ccccc1	8	-6	1579	0.7	33	1	6	-4	4	-3
Cc1ccc(C2=CSC3=NNC4(CCCCC4)NN23)cc1	-3	-9	1452	1	2	1	-3	3	-1	-6
Cn1c(=O)[nH]c(=O)c2c1nc(N1CCc3ccccc3C1)n2CCSc1nc2ccccc2s1	-1	-14	1459	0.9	8	1	-9	-2	-5	-1
C=CCn1c(C)cc(-c2csc(NCC)n2)c1C	8	-12	1627	1.1	-12	1	6	7	0	7
CC(C)OCCCNC(=O)c1cccs1	4	-6	1530	0.9	7	1	-7	-3	-1	-9
COCCn1c(CCC(=O)O)nc2c1c(=O)[nH]c(=O)n2CC(C)C	4	-8	1474	1	4	1.1	3	-5	-6	-2
CCn1c(SCc2cc(=O)n3ccsc3n2)nc2ccccc21	2	-16	1694	0.9	8	1	0	0	-2	8
CCOc1ccc(OCC)c(NC(=O)CN2CCN(c3cc(C)ccc3C)CC2)c1	-3	-14	1492	1.1	-9	1.1	-5	-1	-12	-6
O=C(Nc1ccc(N2CCN(C(=O)C3CC3)CC2)cc1)c1cccs1	5	-11	1580	1.2	-17	1.1	4	1	-7	7
Cc1ccc2c(c1)-c1nc3ccccc3cc1C2=NC1CCCCC1	1	-7	1588	1	0	1	-2	-9	1	10
Cc1ccc(C(=O)SC2=NCCS2)cc1	-1	-4	1522	0.9	6	1	-7	-6	0	-1
O=C(c1ccco1)N1CCN(CCOCCOc2cccc3ccccc23)CC1	4	-20	1498	0.9	5	1.1	3	0	-6	3
C#CCNC(=O)C1=C[C@H](c2coc3ccccc3c2=O)C[C@H](OCCCCO)O1	13	-3	1468	1	1	1	-3	-6	-4	-3
CCCCN(C(=O)Nc1ccc(OCC)cc1)C1CCN(C(C)=O)CC1	-2	-6	1609	1	2	1	7	-5	0	11
Cc1cc(C)c(/C=N/n2c(C)cc(C)c(C#N)c2=O)c(C)c1	6	-6	1633	1	1	1	3	3	-4	7
CN(Cc1ccccc1)C(=O)COC(=O)C1=NNC(=O)CC1	12	3	1607	1	3	1	1	2	4	11
COc1ccc(CCNC(=O)CN(c2cccc([N+](=O)[O-])c2)S(C)(=O)=O)cc1	-8	1	1359	0.9	7	1	-2	1	-3	-8
Cc1[nH]c(=O)[nH]c(=O)c1CSc1nnc([C@@H](NC(=O)OC(C)(C)C)C(C)C)o1	1	-12	1358	1	-2	1.1	4	-2	-11	1
CCc1ccc2oc(=O)cc(CN3CCN(c4ccc(F)cc4)CC3)c2c1	0	-7	1620	0.9	7	1	0	3	-5	-2
O=C(NCc1ccccn1)C12CC3CC(CC(C3)C1)C2	6	-12	1205	1.1	-6	1.1	-1	1	-8	-4
CC(Oc1ccccc1)C(=O)OCC(=O)N1CC(=O)Nc2ccccc21 (stereo not given)	1	-1	1447	1	-1	1	-7	-1	-1	-3
COc1ccc(Br)cc1CNC(=O)C1CCN(S(=O)(=O)N2CCC(C)CC2)CC1	-1	-17	1611	0.7	31	1	1	-1	-4	5
O=C(Cc1ccccc1)NCCCN1CCN(CCCNC(=O)Cc2ccccc2)CC1	13	-11	1664	1	0	1	12	-3	-4	6
CCOC(=O)Cn1c(C)c(C#N)c2ccccc21	2	-14	1433	0.9	12	1	0	-1	-4	-2
O=S(=O)(c1ccccc1)N1CCN(c2nc3ccccc3s2)CC1	-4	-10	1574	1	-4	1	-11	-2	-4	-3
CCCOC(=O)CSc1nnc(-c2ccc(Cl)cc2Cl)o1	10	-15	1656	1	-3	1.1	1	1	-6	9
COc1cccc(-c2csc(NC(=O)C3CC3)n2)c1	-2	-15	1565	1.2	-18	1.1	4	3	-8	2
CC(=O)Nc1ccc(NC(=O)c2ccccc2S(=O)(=O)c2ccccc2[N+](=O)[O-])cc1	5	-14	1680	1.1	-13	1	7	-7	-2	-2
CC(=O)c1cccc(N(C(=O)Cn2nnc3ccccc32)C(C(=O)NCC2CCCO2)c2ccc(N3CCOCC3)cc2)c1 (stereo not given)	-5	-11	1443	0.9	6	1.1	1	0	-6	-4
CN(C)S(=O)(=O)c1ccc(C(=O)Oc2coc(CSc3ncccn3)cc2=O)cc1	5	11	1632	1.3	-28	1	-2	0	-3	2
CCC(C)[C@H](NC(=O)NCC1CCCO1)C(=O)OC (stereo not given in full)	3	-5	1532	0.9	9	1	25	-1	-1	7
Cc1ccc(OCCOc2cccc(Br)c2)c([N+](=O)[O-])n1	6	-4	1553	0.9	8	1.1	7	2	-8	3
